Screening results from PubChem.
A350 autofl: A350 region autofluorescence. Compound autofluorescence, 340/450 nm, Alexa 350 dye-equivalents; active compounds read high. max dye-equivalent concentration, M. actives 11% (n = 59,000); in the data active means max dye-equivalent concentration above about 10 nM; inconclusive means mostly about 1.1 nM to 9.6 nM
4MU fluor: compound fluoresces in the 4-MU spectral region | compound autofluorescence, 340/450 nm, 4-MU equivalents; active compounds read high | max dye-equivalent concentration, M | actives 11% (n = 59,000); in the data active means max dye-equivalent concentration above about 10 nM; inconclusive means mostly about 1.1 nM to 9.6 nM
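Intrinsic fluorescence at 340/450 nm (ex/em) was read after 15 min at room temperature in pH 8.0, 100 mM Tris. Each compound concentration expressed as 4-MU-equivalent concentration from a six-point 4-MU standard series on each plate.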
Casp7 inh: blocks human caspase-7 allosterically or competitively; P55210; recombinant caspase-7, Ac-DEVD-AFC fluorescence rate; Potency, µM (series often up to 57.5 µM), for the others: at the highest dose activity change, negative = inhibition, actives largely listed as inhibitors; actives 0.02% (n = 75,000); AID 889; active means well fitted inhibition curve with a large enough effect in the main read-out, with a control signal flat, not every such curve was filed as active; inconclusive means small, poorly fitted or top-dose-only effect, or a change in a side signal; further: potency means the concentration at half of the fitted maximal effect; % of control where 0% means no effect
Target sequence (P55210 24-198 limits assumed): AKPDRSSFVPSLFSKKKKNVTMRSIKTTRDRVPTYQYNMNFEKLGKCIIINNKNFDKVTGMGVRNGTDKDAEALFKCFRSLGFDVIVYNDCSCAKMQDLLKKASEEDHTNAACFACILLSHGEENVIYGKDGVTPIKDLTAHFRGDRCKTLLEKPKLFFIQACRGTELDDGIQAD
Target sequence (P55210 207-303 limits assumed): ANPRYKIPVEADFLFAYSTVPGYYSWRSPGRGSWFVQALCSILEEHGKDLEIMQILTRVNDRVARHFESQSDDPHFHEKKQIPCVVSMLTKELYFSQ
HEK293 cAMP cs: parental HEK293 cAMP activation (counter-screen) | parental HEK293 CNG cAMP sensor, membrane potential fluorescence | Potency, µM (series often up to 57.1 µM), for the others: at the top dose activation, usual class: activators | actives 2.5% (n = 73,000); further: potency means the concentration at half of the fitted maximal effect; % of control where 0% means no effect; nearly all actives have a fitted effect of over 55% in size
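Parental HEK 293 cells stably expressing a modified CNG channel (no TSHR) report cAMP rise as membrane depolarization. Membrane potential dye with 100 uM RO 20-1724 was loaded for 60 min at room temperature, then compound added for 30 min; fluorescence read at 590 nm.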
TexasRed autofl: compounds fluorescent in Texas Red spectral region. AID 587. actives 0.06% (n = 59,000). max dye-equivalent concentration, M. Compound fluorescence, Texas Red channel, 547/618 nm; active compounds read high; in the data active means max dye-equivalent concentration above about 10 nM; inconclusive means between about 1.1 nM and that limit
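Compound titrations in 100 mM Tris pH 8.0 were incubated 15 min at room temperature and read at 547 nm excitation / 618 nm emission. Texas Red six-point standard curve on each plate converted fluorescence to dye-equivalent concentration.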
Fluorescein fluor: compound autofluorescence in fluorescein spectral region | Compound autofluorescence, 480/540 nm, fluorescein-equivalent; active compounds read high | max fluorescein-equivalent concentration, M | actives 0.91% (n = 59,000) | AID 593; in the data active means max fluorescein-equivalent concentration above about 10 nM; inconclusive means between about 1.1 nM and that limit
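Read-out is intrinsic compound fluorescence at 480/540 nm (excitation/emission), expressed as dye-equivalent concentration using a fluorescein standard series run on every plate. Compounds sat 15 min at room temperature in 100 mM Tris, pH 8.0.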
BRCT inh green: BRCA1 BRCT-phosphoprotein interaction inhibition; P38398; BRCA1 BRCT-phosphopeptide binding, green fluorescence polarization; AID 875; actives 0.05% (n = 75,000); Potency, µM (highest dose often 76.9 µM), for inactives: at the top dose activity change, negative = inhibition, actives largely listed as inhibitors;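 further: potency means the concentration at half of the fitted maximal effect; plate controls were peptide without protein for full effect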
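Fluorescence polarization: His-tagged BRCT (~35 kDa BRCA1 C-terminus, 250 nM) bound to 100 nM fluorescein-labeled phosphorylated 10-aa BACH1 peptide, pH 7.3 phosphate buffer with DTT and Tween 20. Compounds incubated 12 min at room temperature; inhibition read as lowered polarization.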
Casp1 inh: caspase-1 (human) inhibition, allosteric or competitive; P29466; actives 0.03% (n = 75,000); Potency, µM (top dose mostly 57.5 µM), for inactives: top-dose activity change, negative = inhibition, actives largely listed as inhibitors; Caspase-1 enzyme, Ac-WEHD-AFC fluorogenic rate;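 further: potency means the concentration at half of the fitted maximal effect; plate controls were vehicle for no effect and no substrate for full effect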
Target sequence (P29466 120-297 limits assumed): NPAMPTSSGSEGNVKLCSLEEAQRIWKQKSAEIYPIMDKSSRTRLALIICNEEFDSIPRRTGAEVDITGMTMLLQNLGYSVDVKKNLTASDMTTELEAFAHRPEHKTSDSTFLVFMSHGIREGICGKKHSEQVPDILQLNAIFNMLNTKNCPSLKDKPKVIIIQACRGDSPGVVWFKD
Target sequence (P29466 317-404 limits assumed): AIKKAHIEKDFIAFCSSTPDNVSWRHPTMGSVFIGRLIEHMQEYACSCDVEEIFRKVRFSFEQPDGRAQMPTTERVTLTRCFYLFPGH
USP2a inhib: USP2a (human) protease inhibition. O75604. USP2a enzymatic assay, qHTS inhibition. Potency, µM (highest dose often 38.3 µM), without a hit: top-dose activity change, negative = inhibition, actives largely listed as inhibitors. actives 0.1% (n = 60,000);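 further: potency means the concentration at half of the fitted maximal effect; nearly all actives have a fitted effect of over 60% in size; plate controls were DMSO for no effect and NEM full inhibition control for full effect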
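USP2 core (20 nM final) was preincubated with compound for 30 min at RT in 20 mM Tris-HCl pH 8.0, 2 mM CaCl2, 2 mM beta-mercaptoethanol; Ub-PLA2 (20 nM) plus NBD C6-HPC (20 uM) then added, fluorescence read after 2.5 h.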
Rhodamine fluor: compound fluoresces in the rhodamine spectral region. actives 0.05% (n = 59,000). max dye-equivalent concentration, M. AID 594. Rhodamine-region fluorescence, 547/598 nm, Tris buffer; active compounds read high; in the data active means max dye-equivalent concentration above about 11 nM; inconclusive means between about 1.1 nM and that limit
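Intensities are converted to rhodamine-equivalent concentration using a six-point rhodamine standard on each plate. Compounds sit 15 min at room temperature in 100 mM Tris buffer, pH 8.0; read uses the 547/598 nm excitation/emission pair.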
BRCT inh red: disrupts BRCA1 BRCT binding to phosphoprotein, red fluorophore readout; P38398; BRCT-phosphopeptide binding, red fluorescence polarization; Potency, µM (titrated, usually from 76.9 µM), without a hit: top-dose activity change, negative = inhibition, hits mostly inhibitors; actives 0.03% (n = 75,000); further: on the % scale 0 is the no-effect control and ±100 the full control effect
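Rhodamine-labelled pBACH1 10-mer (100 nM) bound to BRCT domain (100 nM) at pH 7.3; compounds incubated 12 min room temperature, polarization read. Free peptide defines full inhibition; unlabelled decapeptide titrated as control.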
Active calls of the source: *; i = inactive; ? = inconclusive; / = no result given; [ ] = dose if it differs, or a comment. Unless noted, the call rests on the fitted dose curve; in most records, active means well fitted curve in the direction sought with a large enough effect; inconclusive means small, poorly fitted or top-dose-only effect, or another doubt; inactive means no such curve, though single readings can be large; an effect the other way counts as inactive or inconclusive. This is a subset; the hit share may differ from the screen's.

Compound	A350 autofl	4MU fluor	Casp7 inh	HEK293 cAMP cs	TexasRed autofl	Fluorescein fluor	BRCT inh green	Casp1 inh	USP2a inhib	Rhodamine fluor	BRCT inh red
Cc1cc(C)nc(NS(=O)(=O)c2ccc(NC(=O)CCN3C(=O)c4ccccc4C3=O)cc2)n1	/	/	-1%	2%[11.4 µM]	/	/	0.2%	-2%	9%[7.66 µM]	/	-0.2%
Cc1ccc(NC(=O)C2CCCN(S(=O)(=O)c3c(C)noc3C)C2)c(C)c1 (stereo unspecified)	i	i	2%	?	i	i	-2.9%	0%	5%	i	2.0%
Cn1cc(CC(=O)NCCCN2CCCC2=O)c2ccccc21	/	/	0%	3%	/	/	-4.2%	0%	/	/	1.3%
CCCc1nnc(NC(=O)CN2C(=O)c3ccccc3S2(=O)=O)s1	i	i	0%	-6%	i	?	-0.2%	-1%	14%	i	-0.5%
CSc1ccc(S(=O)(=O)NCCOc2ccccc2C)cc1	i	i	-11%	?	?	i	-2.0%	-10%	13%	i	0.1%
CC(C)OCCCN1CN(S(=O)(=O)c2ccccc2)c2nc3ccccc3nc21	2.3e-08M*	1.7e-08M*	-3%	19%	i	i	-2.6%	-5%	6%	i	-0.4%
COc1ccc(O)c(C=Nc2cc(C)on2)c1	/	/	-7%	-6%	/	/	-3.0%	-7%	-6%	/	1.8%
CCn1c(SCC(=O)N(Cc2ccccc2)C2CCS(=O)(=O)C2)nc2ccccc2c1=O (stereo unspecified)	i	i	-2%	27%	i	i	5.2%	1%	51%[activator]	i	0.7%
CCOc1ccccc1-c1nc(-c2ccc(NC(=O)Cc3ccccc3OC)cc2)no1	i	i	-4%	10%	i	?	-2.7%	-2%	48%[activator]	i	-0.9%
O=C(CSc1nnc(-c2c[nH]c3ccccc23)o1)N(Cc1ccccc1)c1ccc(F)cc1	i	i	2%	9%	i	i	-1.1%	-4%	-2%	i	0.4%
Cc1ccc(C(=O)CC2(O)C(=O)N(Cc3ccccc3Cl)c3ccccc32)o1 (stereo unspecified)	i	i	-16%	?	?	?	1.0%	0%	28%	i	-2.3%
COc1cc(C(C)=O)ccc1OCC(=O)c1cc(C)n(C2CC2)c1C	i	i	0%	8%	i	i	-0.6%	-2%	18%	i	-3.0%

A350 autofl: hit marks shown above.
molecule | A350 autofl | 4MU fluor | Casp7 inh | TexasRed autofl | Fluorescein fluor | BRCT inh green | Casp1 inh | USP2a inhib | Rhodamine fluor | BRCT inh red
CC(C)OCCCN1CN(S(=O)(=O)c2ccccc2)c2nc3ccccc3nc21 | 2.3e-08M* | 1.7e-08M* | -3% | i | i | -2.6% | -5% | 6% | i | -0.4%

Next records follow.
Compound	A350 autofl	4MU fluor	Casp7 inh	HEK293 cAMP cs	TexasRed autofl	Fluorescein fluor	BRCT inh green	Casp1 inh	USP2a inhib	Rhodamine fluor	BRCT inh red
CCC(C)NC(=O)C1CCN(S(=O)(=O)c2cccc3cccnc23)CC1 (stereo unspecified)	/	/	0%	9%	/	/	-0.7%	-2%	/	/	1.0%
COc1ccc(CCN(C)CCCC(C#N)(c2cc(OC)c(OC)c(OC)c2)C(C)C)cc1OC (stereo unspecified)	i	i	/	/	i	i	/	/	/	i	/
Cc1[nH]n(-c2ccccc2)c(=O)c1/C=N/c1ccccn1	i	i	0%	7%	i	i	0.4%	-2%	-2%	i	0.8%
O=C(c1cnn2c(C(F)(F)F)cc(-c3ccc4c(c3)OCO4)nc12)N1CCCCC1	?	?	0%	20µM*	i	i	0.6%	-4%	-6%	i	-1.1%
COc1ccc(CC(NC(=O)c2ccccc2)C(=O)NCC(=O)O)cc1 (stereo unspecified)	/	/	-1%	-2%	/	/	-1.7%	-3%	/	/	0.1%
CCNc1ccc(C(=O)OCC)cc1NC(=O)c1cccc(N(C)C)c1	i	i	1%	9%	i	i	-1.4%	3%	6%	i	-1.8%
O=C(c1cccc2c1C(=O)N(Cc1cccnc1)C2)N1CCN(c2ccccc2)CC1	i	i	0%	1%	?	i	-2.6%	1%	10%	i	-0.3%
COc1ccc(N2Cc3ccccc3C2)cc1Cl	/	/	-4%	13%	/	/	1.8%	1%	/	/	0.6%
Cc1cnc(CNc2ncncc2-c2cccc(C#N)c2)cn1	i	i	-3%	?	i	?	-1.9%	0%	?	i	-0.6%
Cc1ccc(CN2CCN(CC(=O)N3CCC(C(N)=O)CC3)C2=O)cc1	/	/	-2%	3%	/	/	0.4%	-3%	/	/	-0.1%
COc1ccccc1-n1c(SCC(N)=O)nnc1-c1ccccc1	i	i	1%	?	i	i	-1.8%	-3%	/	i	-0.1%
O=C(O)CCCNC1=NCCC1	/	/	1%	-1%	/	/	-0.5%	-1%	-3%	/	-1.3%
CCCCCCN=C(C)C1=C(O)C(C(=O)OC)C(C)(C)CC1=O (stereo unspecified)	i	i	-2%	2%	?	?	-4.5%	1%	-13%	i	-0.2%
COc1ccc2c(c1OC)C(=O)N(C(C)C(=O)O)C2=O (stereo unspecified)	3.1e-08M*	2.2e-08M*	-2%	19%	i	i	-2.9%	-1%	-4%	i	0.3%
Cc1ccc(S(=O)(=O)Nc2cc(NC(=O)CN3CCOCC3)ccc2Cl)cc1	i	i	-1%	0%	i	i	-0.2%	1%	3%	i	-1.0%
CC1(C)Cc2ccccc2-c2nnc(-c3ccc(O)cc3)n21	i	i	2%	17%	i	i	-2.5%	-2%	-11%	i	-0.4%
COC(=O)c1ccc2c(=O)n(CCCCCC(=O)N3CCN(c4ccc(F)cc4)CC3)c(=O)[nH]c2c1	i	i	1%	25%	i	i	-1.6%	-2%	18%	i	-2.7%
CN(C)S(=O)(=O)N(CC(=O)Nc1ccccc1C(F)(F)F)c1ccccc1	i	i	-5%	18%	i	i	-1.1%	0%	10%	i	-0.4%
COc1ccc(-c2nnc(Nc3nc4c(OC)cccc4s3)o2)cc1	9.5e-08M*	9.5e-08M*	-20%	?	i	i	0.2%	-3%	15%	i	-1.4%
Cc1ccc(-c2nn3c(C)nnc3s2)cc1N	3.2e-08M*	3.3e-08M*	1%	29%	i	i	-0.9%	-2%	-13%	i	-0.4%
CN1C(=O)C2(c3ccccc31)N(C)CC(c1ccccn1)C21SC(=S)N(Cc2ccco2)C1=O (stereo unspecified)	i	i	-3%	24%	i	?	2.4%	-3%	27%	i	-0.1%
O=c1[nH]c2cc3c(cc2cc1C(c1nnnn1C1CCCC1)N1CCCc2ccccc21)OCCO3 (stereo unspecified)	5.6e-08M*	4.5e-08M*	-22%	2%	?	?	2.8%	?	24%	i	-0.1%
CCCn1c(SCC(N)=O)nnc1-c1ccco1	i	i	-1%	-8%	i	i	-0.5%	1%	2%	i	0.2%
COc1cc(C(=O)N2CCC(n3cnc4cc(F)ccc43)CC2)cc(OC)c1OC	i	i	0%	-3%	?	?	3.4%	2%	13%	i	0.5%
O=C(NCCCN1CCOCC1)c1cc(-c2ccc(O)cc2)on1	/	/	0%	7%	/	/	-1.7%	-3%	/	/	-1.2%
CC(C)(C)n1ncc2c(=O)n(CC(=O)c3ccccc3)cnc21	?	?	-2%	9%	i	i	0.6%	-1%	-1%	i	-0.9%
O=C1NC(=S)S/C1=C1\Sc2ccccc2N1CCCS(=O)(=O)O	?	?	-18%	-3%	i	i	-2.3%	?	-10%	i	-2.6%
CCOc1ccc(C(C#N)N2CCOCC2)cc1OC (stereo unspecified)	i	i	6%	1%	?	?	-0.8%	0%	-10%	i	0.0%
Cn1ccnc1C(=O)c1cc(=O)c2ccccc2o1	i	i	0%	?	i	?	0.5%	2%	-1%	i	0.4%
CCOC(=O)c1ccc(NC(=O)c2cnccn2)cc1	i	i	0%	25%	i	?	1.2%	0%	13%	i	-0.6%
COc1ccc(N2C(=O)c3cccc4cccc(c34)C2=O)nn1	1.6e-07M*	1.6e-07M*	-6%	-1%	i	?	-0.5%	-4%	-1%	i	-0.3%
COc1ccc(C2CC(c3cccc(OC)c3)n3nc(N)nc3N2)cc1 (stereo unspecified)	/	/	-5%	-2%	/	/	-4.7%	1%	/	/	-3.6%
COc1ccc(-c2nnc(SCc3cc(C)cc(C)c3)o2)cc1	i	i	-3%	?	i	?	-2.8%	-1%	-10%	i	1.4%
COc1ccc(OC)c(-c2nc3c(C)n[nH]c(=O)c3[nH]2)c1	2.6e-08M*	2.5e-08M*	-1%	0%	i	?	1.4%	-3%	24%	i	-0.1%
CCOC(=O)Nc1cc(OC)c(OC)cc1Cc1nccc2cc(OC)c(OC)cc12	i	i	-1%	-2%	i	i	0.2%	0%	10%	i	-1.1%
O=C(OC(C(=O)NCC1CCCO1)c1ccccn1)c1cccs1 (stereo unspecified)	i	i	0%	15%	i	i	0.5%	-1%	-5%	i	0.6%

Quoted from the entries so far for reference:
Compound	A350 autofl	4MU fluor	Casp7 inh	HEK293 cAMP cs	TexasRed autofl	Fluorescein fluor	BRCT inh green	Casp1 inh	USP2a inhib	Rhodamine fluor	BRCT inh red
Cc1cc(C)nc(NS(=O)(=O)c2ccc(NC(=O)CCN3C(=O)c4ccccc4C3=O)cc2)n1	/	/	-1%	2%[11.4 µM]	/	/	0.2%	-2%	9%[7.66 µM]	/	-0.2%
Cc1ccc(NC(=O)C2CCCN(S(=O)(=O)c3c(C)noc3C)C2)c(C)c1 (stereo unspecified)	i	i	2%	?	i	i	-2.9%	0%	5%	i	2.0%
